# pAkt inh – Akt phosphorylation inhibition; hit rate 0.32% among 360,000; AID 651550; Neuro2A IGF-stimulated pAkt S473 HTRF, 20 min; stronger effect = lower value; activity change, % for hits at 50 µM; in the data active = activity change below about -80%; inconclusive = mostly about -51% to -80%; also: % is scaled to controls: 0 for no effect and ±100 for the full control effect
#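 Single-point screen (50 µM final compound) in Neuro2A cells stimulated 20 min with 6 nM IGF at 37 deg C. After lysis, Ser473-phosphorylated Akt read by HTRF (ex 330 nm, em 615/665 nm) as the 665/615 ratio.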
# GLP1R cytotox – cytotoxicity counter-screen for GLP-1 receptor inverse agonists; HEK293 cAMP-luciferase reporter cells, luminescence, 24 h; Potency, µM (doses to about 38.3 µM), for the others: at the highest dose activity change, negative = inhibition, most hits filed as inhibitors; hit rate 0.13% among 410,000;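 also: loss of luciferase light is scored as toxicity; potency is read from the fitted curve at half-maximal effect; % is scaled to controls: 0 for no effect and ±100 for the full control effect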
#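 A 23 nL compound transfer followed 12 hours of cell culture at 37 deg C; exposure then lasted 24 hr. Luciferase assay detection reagent was dispensed and plates read for luminescence after a 12 min room-temperature wait.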
# FUS suppressor – rescues growth of FUS-expressing yeast; hit rate 0.24% among 390,000; Potency, µM (top dose mostly 76.6 µM), inactives show top-dose growth rescue (activation), most hits filed as activators; S. cerevisiae FUS-expressing, growth rescue, OD600, 24 h; AID 1347120;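 also: potency is read from the fitted curve at half-maximal effect; plate controls were DMSO vehicle for no effect and reference control for full effect; nearly all actives have a fitted effect of over 55% in size; some results filed as inactive show a strong effect at the top dose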
#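 Read-out: OD at 600 nm after 24hr at 30C, reporting rescue of FUS-induced yeast toxicity. Cells at OD 0.005 in galactose (2%) minimal medium; compounds tested in a dilution series; CP55940 titration from 92uM final as control.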
# aSyn rescue – rescues yeast growth from alpha-synuclein toxicity | Yeast expressing alpha-synuclein, growth rescue, BacTiter-Glo, 24 h | Potency, µM (series often up to 46.1 µM), inactives show top-dose growth rescue (activation), most hits filed as activators | hit rate 0.14% among 370,000 | AID 652106; also: potency is read from the fitted curve at half-maximal effect; % of control where 0% means no effect; nearly all actives have a fitted effect of over 65% in size
#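 Rescue of yeast growth: cells expressing toxic alpha-synuclein, induced in galactose at OD600 0.02, incubated with compound 24 h at 30 C. ATP luminescence quantified growth; inhibitors of toxicity appear as activators.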
# Abeta yeast res – A-beta toxicity reversal in yeast. yeast expressing A-beta42, growth rescue, OD600, 48 h; response scale: 0% DMSO, 100% iron-clioquinol control. Potency, µM (highest dose often 46.1 µM), for inactives: top-dose growth rescue, actives largely listed as activators. hit rate 0.063% among 410,000. AID 1347071; also: potency is read from the fitted curve at half-maximal effect; nearly all actives have a fitted effect of over 55% in size
#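 Growth rescue measured by 600 nm absorbance after 48 h yeast culture at 30 C with compound. Values normalized between DMSO and an equimolar ferric chloride plus clioquinol control.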
# PTHR1 ag – agonists of human PTHR1 parathyroid hormone receptor | HEK293 GP2 PTHR1 cells, GloSensor cAMP luminescence, 1 h | Potency, µM (titrated, usually from 115 µM), for inactives: top-dose activation, hits mostly activators | hit rate 0.075% among 410,000 | AID 743266; also: potency is read from the fitted curve at half-maximal effect; nearly all actives have a fitted effect of over 55% in size; some results filed as inactive show a strong effect at the top dose; inactives centre near -15; many of its hits are not listed in these tables
# Target sequence (Q03431 whole entry, looked up): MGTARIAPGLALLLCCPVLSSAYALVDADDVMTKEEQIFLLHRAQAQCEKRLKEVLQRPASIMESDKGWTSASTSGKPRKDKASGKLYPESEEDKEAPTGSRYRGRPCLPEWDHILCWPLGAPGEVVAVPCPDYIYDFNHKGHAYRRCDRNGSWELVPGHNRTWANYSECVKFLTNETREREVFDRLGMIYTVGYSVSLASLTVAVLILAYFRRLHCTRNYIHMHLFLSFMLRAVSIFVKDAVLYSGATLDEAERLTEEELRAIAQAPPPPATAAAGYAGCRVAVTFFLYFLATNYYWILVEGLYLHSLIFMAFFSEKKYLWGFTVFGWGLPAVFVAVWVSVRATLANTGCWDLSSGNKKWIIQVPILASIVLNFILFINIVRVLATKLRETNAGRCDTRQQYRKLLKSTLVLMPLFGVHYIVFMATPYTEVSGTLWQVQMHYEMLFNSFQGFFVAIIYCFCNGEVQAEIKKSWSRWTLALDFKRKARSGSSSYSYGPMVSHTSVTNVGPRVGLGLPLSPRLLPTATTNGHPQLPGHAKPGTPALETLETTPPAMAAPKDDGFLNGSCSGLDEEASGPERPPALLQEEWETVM
#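 HEK-293-derived GP2 cells expressing PTHR1 and a GloSensor cAMP reporter, 3,000/well, plated overnight, given luciferin plus IBMX (each 0.5 mM as added) for 1 h at 37 °C, then compound for 1 h at 37 °C. Luminescence was read after 15 min at room temperature.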
# GLP-1R inv ag – inverse agonists of human GLP-1 receptor; P43220; HEK293 GLP-1R CRE-luciferase, luminescence, 24 h; GLP-1R form is constitutively active; Potency, µM (doses to about 38.3 µM), inactives show at the highest dose activity change, negative = inhibition, usual class: inhibitors; hit rate 1.6% among 410,000; also: potency is read from the fitted curve at half-maximal effect; % is scaled to controls: 0 for no effect and ±100 for the full control effect; nearly all actives have a fitted effect of over 55% in size
# Target sequence (P43220 whole entry, looked up): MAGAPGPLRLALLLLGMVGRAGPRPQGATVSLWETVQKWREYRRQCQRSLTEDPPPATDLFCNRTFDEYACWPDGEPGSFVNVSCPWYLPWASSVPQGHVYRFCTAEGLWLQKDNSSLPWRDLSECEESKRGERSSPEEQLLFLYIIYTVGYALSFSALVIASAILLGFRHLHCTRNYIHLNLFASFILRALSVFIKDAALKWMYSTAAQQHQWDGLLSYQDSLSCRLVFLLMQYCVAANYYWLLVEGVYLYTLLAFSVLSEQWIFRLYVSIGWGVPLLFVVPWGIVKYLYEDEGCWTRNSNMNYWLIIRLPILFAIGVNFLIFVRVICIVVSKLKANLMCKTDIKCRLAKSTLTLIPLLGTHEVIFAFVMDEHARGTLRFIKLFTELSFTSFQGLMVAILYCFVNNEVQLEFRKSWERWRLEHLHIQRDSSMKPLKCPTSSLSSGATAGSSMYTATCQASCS
#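 Luminescence readout: a drop in cAMP-driven luciferase signal flags inverse agonism at a constitutively active GLP-1R stably expressed in HEK293. Compound exposure lasted 24 hr at 37 deg C, 5% CO2.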
# MmCpn inh – M. maripaludis TRiC chaperonin inhibition. purified Mm-Cpn ATPase, ADP Transcreener TR-FRET. Potency, µM (top dose mostly 76.9 µM), for inactives: at the highest dose activity, negative = inhibition, hits mostly inhibitors. hit rate 0.031% among 330,000; also: potency is read from the fitted curve at half-maximal effect; % is scaled to controls: 0 for no effect and ±100 for the full control effect; nearly all actives have a fitted effect of over 80% in size
#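 Reaction buffer contained 30 mM Tris pH 7.4, 100 mM KCl, 5 mM MgCl2 and 1 mM DTT. Mm-CPN (25 nM final) hydrolysed 10 uM ATP over 30 min at 37°C; ADP was read by HTRF.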
# TDP-43 yeast inh – rescues yeast growth from TDP-43 toxicity; Potency, µM (top dose mostly 46.1 µM), for the others: at the top dose growth rescue (activation), usual class: activators; hit rate 1.8% among 410,000; TDP-43 expressing yeast growth rescue, BacTiter-Glo, 24 h; also: potency is read from the fitted curve at half-maximal effect; % of control where 0% means no effect; nearly all actives have a fitted effect of over 50% in size
#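 In this qHTS, compounds that restore growth of yeast expressing TDP-43 appear as activators. Cells (OD600=0.02, galactose medium, raffinose-pregrown) are incubated with compound 24 hr at 30 deg C and growth is quantified by BacTiter-Glo.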
# * hit, by the source's call; i = inactive; ? = inconclusive; · = no result given; [ ] = dose if it differs, or a comment. Unless noted, calls follow the shape of the dose curve; as a rule, active = well fitted curve in the direction sought with a large enough effect; inconclusive = small, poorly fitted or top-dose-only effect, or another doubt; inactive = no such curve, though single readings can be large; an effect the other way counts as inactive or inconclusive. Not all compounds are listed; the hit share may differ from the screen's.
1) CC(=O)Nc1ccc(-c2csc(N/N=C\c3ccncc3)n2)cc1
2) Cc1cc(CO)nn1-c1ccc([N+](=O)[O-])cc1
3) CCOC(=O)c1sc(/N=C/N(C)C)c(C(=O)OCC)c1C
4) O=C(CCCn1c(=O)c2sccc2n(CC(=O)NCC2CCCO2)c1=O)NCc1ccco1 (stereo not given)
5) COc1cc(C(=S)N2CCCCC2)ccc1OCC(=O)Nc1ccc(F)cc1
6) Cc1nn(C)c(C)c1CCC(=O)N1CCCC(Nc2ccc(C(C)C)cc2)C1 (stereo not given)
7) COC(=O)CCCn1c(-c2ccc(C)cc2)c(C)n2c3c(=O)n(C)c(=O)n(C)c3nc12
8) Cn1cnnc1SCC(=O)Nc1ccc(S(N)(=O)=O)cc1
screen / no.	1	2	3	4	5	6	7	8
PTHR1 ag	-33%[inhibitor]	i	-4%[57.5 µM]	-31%[inhibitor]	-38%[inhibitor]	-4%	-13%	i
Abeta yeast res	-9%	10%	-12%	-1%	6%	11%	-16%	-4%
MmCpn inh	0%	1%	1%	0%	-2%	-2%	·	1%
TDP-43 yeast inh	11%	4%	30%	-5%	10%	15%	0%	8%
aSyn rescue	-5%	2%	7%	-1%	9%	2%	5%	-4%
GLP-1R inv ag	40%[activator]	3%	0%	-11%	?	-17%	5%	18%
FUS suppressor	22%	-2%	5%	6%	8%	7%	6%	-21%
GLP1R cytotox	7%	3%	-31%	-2%	-19%	-6%	-2%	2%
pAkt inh	i	i	i	i	i	i	·	i

# Three compounds drawn at random from those above, as already listed:
8) Cn1cnnc1SCC(=O)Nc1ccc(S(N)(=O)=O)cc1
3) CCOC(=O)c1sc(/N=C/N(C)C)c(C(=O)OCC)c1C
6) Cc1nn(C)c(C)c1CCC(=O)N1CCCC(Nc2ccc(C(C)C)cc2)C1 (stereo not given)
screen / no.	8	3	6
PTHR1 ag	i	-4%[57.5 µM]	-4%
Abeta yeast res	-4%	-12%	11%
MmCpn inh	1%	1%	-2%
TDP-43 yeast inh	8%	30%	15%
aSyn rescue	-4%	7%	2%
GLP-1R inv ag	18%	0%	-17%
FUS suppressor	-21%	5%	7%
GLP1R cytotox	2%	-31%	-6%
pAkt inh	i	i	i

# (continued)
9) COc1cccc(C(=O)OCC(=O)NCCC2=CCCCC2)c1
10) CCCCC1=CC2=CC(=O)C(C)(OC(=O)CC)C(=O)C2=CN1CCc1ccc(Br)cc1 (stereo not given)
11) COc1cc(NC(=S)NCc2ccco2)c(OC)cc1Cl
12) O=[N+]([O-])c1ccc(Oc2cnc3ccccc3n2)cc1
13) O=C(Nc1ccc(Br)cc1)c1cccc(OC(=S)N2CCOCC2)c1
14) O=C(O)CCN1C(=O)/C(=C\c2cccc(Oc3ccccc3)c2)SC1=S
15) Cc1ccccc1-c1nc2scc(CCNC(=O)C(=O)Nc3ccc(F)cc3F)n2n1
16) CC(C(=O)N1CCc2ccccc21)N1CCN(S(=O)(=O)c2cccc(C(F)(F)F)c2)CC1 (stereo not given)
screen / no.	9	10	11	12	13	14	15	16
PTHR1 ag	i	i	i	i	-35%[inhibitor]	i	0%	-19%
Abeta yeast res	7%	7%	-20%	-5%	?	7%	11%	?
MmCpn inh	-2%	1%	1%	2%	0%	2%	·	0%
TDP-43 yeast inh	?	-7%	-6%	1%	12%	10%	5%	15%
aSyn rescue	11%	-3%	-2%	1%	4%	12%	·	11%
GLP-1R inv ag	-9%	2%	-11%	5%	?	4%	?	?
FUS suppressor	13%	28%	5%	4%	-7%	-5%	-24%	24%
GLP1R cytotox	-3%	5%	-1%	0%	-41%	17%	-6%	-30%
pAkt inh	i	i	i	i	i	i	·	i

17) O=C(Nc1ccc(O)cc1)c1cccc(Oc2ccc([N+](=O)[O-])cc2)c1
18) COc1ccc(C(=O)C(O)C(c2ccc(C)cc2)N2CCOCC2)cc1OC (stereo not given)
19) CCOC(=O)C(CSCC(=O)c1ccc(Cl)cc1Cl)NC(=O)OC(C)(C)C (stereo not given)
20) CCC(=O)Nc1ccc2c(c1)ncn2-c1ccccc1OC
21) Cc1cc(N2CCCCCC2)nc(-c2ccccc2O)n1
22) O=C(Nc1ccc(Cl)cc1F)C1CC1
23) O=C(Cc1cccs1)Nc1ccc(-c2nnn(CC(=O)N3CCOCC3)n2)cc1
24) CCOC(=O)C1c2cccc(O)c2CCN1C(C)=O (stereo not given)
screen / no.	17	18	19	20	21	22	23	24
PTHR1 ag	-25%	-4%	-17%	i	?	i	-7%[57.5 µM]	i
Abeta yeast res	8%	-6%	3%	31%	-7%	0%	-5%	4%
MmCpn inh	2%	0%	-2%	1%	-5%	0%	-2%	·
TDP-43 yeast inh	10%	-1%	-3%	7%	-6%	11%	-16%	3%
aSyn rescue	4%	-5%	7%	5%	-16%	-8%	-1%	0%
GLP-1R inv ag	?	39%[activator]	?	11%	?	4%	3%	-5%
FUS suppressor	9%	9%	27%	-15%	-3%	·	1%	-9%
GLP1R cytotox	-5%	0%	1%	-3%	-1%	-3%	-1%	-11%
pAkt inh	i	i	i	i	-91%*	i	i	i

25) O=C(/C=C/c1ccc(S(=O)(=O)N2CCOCC2)cc1)NCc1ccc(Cl)cc1
26) O=C(CN1CCN(c2ccc(Cl)cc2)CC1)NCc1cccs1
27) C=CCN1C(=O)CSC1=Nc1ccc(O)cc1
28) COc1ccc(Cl)cc1NC(=O)c1cnccn1
29) O=C(CN1C(=O)CCn2nc(-c3ccccc3)cc21)NCc1ccc(Cl)cc1
30) Cc1cc(=O)[nH]c(N2CCCNCC2)n1
31) COc1ccc(/C=N/n2c(C)nc3ccccc3c2=O)cc1
32) O=C(Cc1cccs1)Nn1c(Cc2cccs2)nc2ccccc2c1=O
screen / no.	25	26	27	28	29	30	31	32
PTHR1 ag	-19%	?	-20%[57.5 µM]	i	-25%	i	i	-41%[inhibitor]
Abeta yeast res	21%	-2%	9%	-24%	-20%	-4%	-9%	25%
MmCpn inh	0%	3%	1%	0%	·	-2%	-2%	-3%
TDP-43 yeast inh	5%	12%	1%	?	6%[9.22 µM]	0%	-2%	-3%
aSyn rescue	5%	-7%	6%	0%	·	-4%	2%	13%
GLP-1R inv ag	3.5µM*	3%	-2%	-8%	-13%	-12%	13%	-17%
FUS suppressor	43%	-5%	-12%	-20%	43%	11%	-25%	·
GLP1R cytotox	-1%	4%	-13%	3%	1%	-2%	-4%	10%
pAkt inh	i	i	i	i	·	i	i	i

33) Cc1ccc(-n2nnnc2CNC(=O)c2ccc([N+](=O)[O-])o2)cc1C
34) O=C(Nc1nc2ccccc2n1CCOc1ccccc1Cl)c1ccccc1
35) Cc1nc(CNC(=O)CC2C(=O)NCCN2Cc2ccoc2)nc2c1CCCC2 (stereo not given)
36) O=C(Cc1ccccc1F)Nc1ccc(S(=O)(=O)Nc2ncccn2)cc1
37) COc1cc2c(cc1OC)C(COc1ccccc1OC)N(C(=O)CC(C)C)CC2 (stereo not given)
38) CCc1ccccc1NC(=O)c1cc(-c2cccc(O)c2)on1
39) O=C(O)CCC(=O)Nc1nc2nccc(-c3ccccc3)n2n1
40) O=C(c1ccc(-c2nnc(Nc3ccccc3)c3ccccc23)cc1)N1C[C@H]2C[C@H](C1)c1cccc(=O)n1C2
screen / no.	33	34	35	36	37	38	39	40
PTHR1 ag	i	i	i	i	-11%	-52%[inhibitor]	-14%	-28%
Abeta yeast res	-1%	5%	-1%	-6%	-5%	-2%	-11%	15%
MmCpn inh	-1%	·	0%	-1%	·	0%	-4%	1%
TDP-43 yeast inh	25%	16%	10%	-27%	·	26%	6%	22%
aSyn rescue	-8%	·	6%	-3%	·	-1%	-4%	0%
GLP-1R inv ag	?	16%	13%	5%	-18%	18%	11%	-11%
FUS suppressor	10%	9%	-27%	14%	19%	-9%	-14%	-3%
GLP1R cytotox	?	-2%	-13%	-8%	-21%	-5%	-11%	-1%
pAkt inh	i	·	i	i	·	i	i	i

41) Cc1cccc(NC(=S)NCCN2CCOCC2)c1
42) COC(=O)[C@@]1(Cc2ccccc2)[C@H]2C(=O)N(C)C(=O)[C@H]2[C@H]2CN=C(SCC(=O)c3ccccc3)N21
43) CN(CC(=O)NCC(c1ccccc1)N1CCCC1)S(=O)(=O)c1ccc(Cl)cc1 (stereo not given)
44) Cc1cccc(C)c1NC(=O)CN1C(=O)COc2ccccc21
45) COc1ccccc1N1CCN(C(=O)c2cc(-c3cccc(Cl)c3)on2)CC1
46) COC(=O)C1CN(C(=O)c2ccc(OC(F)F)cc2)c2ccccc2O1 (stereo not given)
47) COc1cccc(N=c2oc3ccc(OC)cc3cc2-c2nc3ccccc3[nH]2)c1
48) O=C(CCCSc1nc(-c2ccco2)cc(C(F)(F)F)n1)NCC1CCCO1 (stereo not given)
49) COc1ccccc1N1CCN(C2CCCN(C(=O)c3cc(C)oc3C)C2)CC1 (stereo not given)
screen / no.	41	42	43	44	45	46	47	48	49
PTHR1 ag	-22%	-8%	i	-10%	i	-4%	-19%[57.5 µM]	i	?
Abeta yeast res	7%	1%	0%	1%	5%	9%	20%	-18%	-5%
MmCpn inh	1%	-2%	-1%	0%	1%	0%	·	0%	0%
TDP-43 yeast inh	9%	?	1%	5%	-8%	-11%	-3%	-14%	6%
aSyn rescue	0%	3%	-6%	4%	-1%	5%	-3%	-3%	-3%
GLP-1R inv ag	23%	30%	?	8%	16%	3%	0%	?	-8%
FUS suppressor	-6%	0%	·	9%	5%	0%	?	40%	3%
GLP1R cytotox	5%	-10%	?	-5%	5%	2%	49%[activator]	8%	-5%
pAkt inh	i	i	i	i	i	i	i	i	i

# Screening results deposited in PubChem by National Center for Advancing Translational Sciences (NCATS).
